GC-A act = GC-A (human) enzyme activation. P16066. HEK293 GC-A cells, cGMP TR-FRET, EC30 ANP; 0% at EC30 ANP, 100% saturating ANP. activation, % at 10 µM. 370,000 compounds, 0.14% hits. AID 1671463; in the data active = activation above about 40%
DAX1 inh-1 = blocks DAX1 repression of SF-1 activated StAR promoter. AID 652010. inhibition, % at 6.8 µM. HEK293T StAR-luciferase reporter, SF-1/DAX-1 repression relief. 370,000 compounds, 1.1% hits;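 active = inhibition above the mean over all tested compounds plus 3 SD, cut at about 3.6% in these data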;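 note: 0% = DAX-1 cells with DMSO and 100% = cells lacking DAX-1 with DMSO; higher inhibition means more luminescence from relief of DAX-1 repression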
PG9 Ab binder = small molecules binding HIV-1 gp120 antibody PG9; 360,000 compounds, 0.43% hits; inhibition, % at 6.7 µM; AID 624416; TR-FRET gp120-PG9 antibody binding; in the data active = inhibition above about 8.5%
GAA850 FXN act = increases GAA850 frataxin promoter reporter activity | HEK293 lucGAA850 FXN promoter luciferase reporter, 24 h; percent of 10 µM SAHA response | activation, % at 6 µM | 360,000 compounds, 0.56% hits;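 active = activation above the average of all compounds screened plus 3 SD, cutoff fixed separately per campaign, cut at about 7.5% in these data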;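 note: 0% = DMSO wells and 100% = 10 µM SAHA wells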
ADAM10 inh = inhibitors of human ADAM10. inhibition, % at 7 µM. recombinant ADAM10, EDANS/DABCYL FRET peptide cleavage, 3 h. 370,000 compounds, 0.62% hits;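 active = inhibition above a per-campaign cutoff equal to the mean of compounds falling between control-based bounds plus 3 SD, cut at about 20% in these data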;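 note: 0% = DMSO wells while the 100% control is not disclosed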
Target sequence (O14672 214-748 limits assumed): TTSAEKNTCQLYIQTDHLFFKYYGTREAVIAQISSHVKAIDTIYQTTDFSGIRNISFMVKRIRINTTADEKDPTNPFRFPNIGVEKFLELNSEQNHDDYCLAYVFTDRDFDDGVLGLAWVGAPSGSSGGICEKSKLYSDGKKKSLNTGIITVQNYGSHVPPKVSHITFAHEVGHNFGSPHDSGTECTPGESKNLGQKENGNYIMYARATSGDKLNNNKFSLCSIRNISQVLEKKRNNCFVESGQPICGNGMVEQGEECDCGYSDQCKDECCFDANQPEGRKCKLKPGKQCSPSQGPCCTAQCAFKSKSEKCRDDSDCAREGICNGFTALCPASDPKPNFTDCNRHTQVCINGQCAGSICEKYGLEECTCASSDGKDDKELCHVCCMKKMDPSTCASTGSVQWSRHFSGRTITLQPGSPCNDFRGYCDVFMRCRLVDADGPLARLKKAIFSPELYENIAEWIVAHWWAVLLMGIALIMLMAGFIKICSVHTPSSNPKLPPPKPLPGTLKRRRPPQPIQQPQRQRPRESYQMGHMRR
SMARCA2 act = increases SMARCA2 function in MMTV reporter cells. 370,000 compounds, 1% hits. AID 652017. activation, % at 9.1 µM. MG213 cells, MMTV-luciferase reporter, dexamethasone, overnight; in the data active = activation above about 7.8%;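 note: 0% = vehicle wells and 100% = reference activator wells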
hcDAF12 agonist = activates DAF-12 receptor from parasite H. contortus; HEK293 hcDAF-12 lit1-tk-luc reporter, luminescence; 0% DMSO, 100% Δ7-dafachronic acid; activation, % at 6.8 µM; 370,000 compounds, 1.4% hits;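 active = activation above the mean of all tested compounds plus 3 SD, cut at about 5.5% in these data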;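 note: 100% = response to 3 µM Δ7-dafachronic acid high control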
hgDAF12 agonist = hgDAF-12 agonism, primary luciferase screen; HEK293 GAL4-hgDAF12 UAS-luciferase reporter, agonist luminescence; normalized to butyrate control; activation, % at 6.8 µM; 370,000 compounds, 1.8% hits;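 active = activation above a cutoff set at the mean of all screened compounds plus 3 SD, cut at about 10% in these data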;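 note: 0% = DMSO wells and 100% = sodium butyrate wells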
ssDAF-12 act = S. stercoralis DAF-12 activation, primary screen; HEK293 ssDAF-12/GRIP1 lit1-tk-luc reporter, luminescence; % of 3 µM dafachronic acid response; activation, % at 6.8 µM; 370,000 compounds, 1% hits; AID 652126;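 active = activation above the mean over all tested compounds plus 3 SD, cut at about 0.9% in these data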;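 note: 0% = DMSO-only wells and 100% = 3 µM delta7-dafachronic acid wells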
ADAM17 inh = inhibits human ADAM17; P78536; inhibition, % at 6.95 µM; recombinant ADAM17, EDANS/DABCYL FRET peptide cleavage; 370,000 compounds, 0.83% hits; AID 720648;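 active = inhibition above the mean of compounds lying between control limits plus 3 SD, set per campaign, cut at about 8.5% in these data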;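 note: 0% = DMSO-only wells as the low control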
Target sequence (P78536 215-824 limits assumed): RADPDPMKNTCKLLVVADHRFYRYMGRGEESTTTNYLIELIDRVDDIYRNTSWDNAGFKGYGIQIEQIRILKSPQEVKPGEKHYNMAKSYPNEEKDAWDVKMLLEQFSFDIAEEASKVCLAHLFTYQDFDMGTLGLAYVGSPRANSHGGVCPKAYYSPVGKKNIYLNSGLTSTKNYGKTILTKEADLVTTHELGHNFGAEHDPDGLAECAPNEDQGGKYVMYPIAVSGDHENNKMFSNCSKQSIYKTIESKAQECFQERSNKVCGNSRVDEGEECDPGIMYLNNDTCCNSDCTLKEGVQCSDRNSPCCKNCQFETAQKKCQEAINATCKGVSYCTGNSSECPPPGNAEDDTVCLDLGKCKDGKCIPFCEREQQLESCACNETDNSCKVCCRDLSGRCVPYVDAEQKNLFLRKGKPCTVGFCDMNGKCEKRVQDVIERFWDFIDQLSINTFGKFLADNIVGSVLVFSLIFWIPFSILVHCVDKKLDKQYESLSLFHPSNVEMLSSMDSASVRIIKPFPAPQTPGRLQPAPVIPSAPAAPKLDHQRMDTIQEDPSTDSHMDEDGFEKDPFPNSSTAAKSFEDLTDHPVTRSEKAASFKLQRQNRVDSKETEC
DAX1 inh-2 = NR0B1 (DAX1) inhibition; P51843; HEK293 Gal4-DAX1 luciferase reporter, luminescence; inhibition, % at 6.75 µM; 340,000 compounds, 0.99% hits; AID 504766;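 active = inhibition above the mean over all tested compounds plus 3 SD, cut at about 4.2% in these data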;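 note: 0% = DAX1-transfected cells with DMSO and 100% = empty-vector control cells with DMSO; inhibition shows as a rise in luminescence from relieved DAX1 repression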
* marks the source's active call; other numbers are inactive results; i = inactive; · = not tested or not shown.

SMILES	GC-A act	DAX1 inh-1	PG9 Ab binder	GAA850 FXN act	ADAM10 inh	SMARCA2 act	hcDAF12 agonist	hgDAF12 agonist	ssDAF-12 act	ADAM17 inh	DAX1 inh-2
O=C(CCN1C(=O)C2C3C=CC(C3)C2C1=O)Nc1ccc2c(c1)OCO2 (configuration not stated)	3	0.1	-1.0	1.4	-10	0	-0.7	3.4	-0.6	-6	-1.3
O=C(Nc1ccc(OCc2ccccc2)cc1)c1cccc([N+](=O)[O-])c1	-3	-0.6	-0.6	5.3	1	-2	-2.3	-0.8	-1.6	0	-1.6
Cc1c(N(C)C(=O)c2ccc3c(c2)OCO3)c(=O)n(-c2ccccc2)n1C	-1	-0.3	-2.5	3.1	-4	-3	0.9	-2.2	-0.6	-4	1.6
CC(C)CC(NC(=O)C(NC(=O)OC(C)(C)C)C(C)C)C(N)=O (configuration not stated)	0	-0.6	1.6	0.8	-6	-1	-0.7	-2.3	-1.5	-6	-1.0
Cn1ccc(=NC=C(C#N)C#N)c2ccccc21	1	0.3	-2.0	0.7	-9	-2	-0.6	3.4	-0.7	-2	0.7
O=C(CCNC(=O)c1ccc([N+](=O)[O-])cc1)Nc1ccc(F)cc1	-3	-0.4	-0.8	-1.0	-8	2	-2.7	-0.3	-1.1	-1	0.2
COC(=O)[C@]1(Sc2ccc(C)cc2)CC(=O)N[C@@H]1c1ccco1	-9	0.9	-5.0	·	-12	-3	-2.5	0.2	0.5	-1	·
N#Cc1cc(-c2ccccc2)oc1NC(=O)c1ccco1	1	-0.2	-2.2	2.4	-1	-1	-0.8	2.4	-1.2	-2	-0.9
Cc1ccc(NC(=O)Cn2c(=O)cnc3ccccc32)cc1S(=O)(=O)N1CCCCC1	-4	-2.4	-0.3	-1.4	-46	-5	-2.6	2.1	-1.5	-9	-1.5
CCCn1nnc(NC(=S)NC(=O)c2cccs2)n1	3	1.1	-0.9	2.9	-5	0	2.8	0.9	-0.7	2	-0.2
CCN(CC(=O)NCc1cccs1)C(=O)Cc1ccc(Cl)c(Cl)c1	-5	-1.8	0.1	-1.3	-3	-2	-1.0	-3.7	-1.2	-3	-0.9
O=C(c1ccco1)N1CCN(C(c2ccccc2Cl)c2nnnn2Cc2ccco2)CC1 (configuration not stated)	-5	-1.1	0.1	-3.2	5	0	-1.0	-5.2	-1.4	-2	-0.4
O=C(CN1CCOCC1)Nc1ccc2c(c1)OC(F)(F)O2	2	-0.6	-0.9	-0.2	-2	1	-1.6	1.0	-0.9	-3	0.8
CC(=O)N1CCC2(CC1)CC(=O)c1cc(OCC(=O)NCc3ccc(C)cc3)ccc1O2	0	-0.5	-0.7	-0.4	i	-1	2.3	2.4	-0.5	-437	0.0
CC1CCCC(C)N1C(=O)COC(=O)CCC(=O)c1ccc(F)cc1 (configuration not stated)	5	-3.2	0.0	0.9	-1	1	-1.6	2.9	-1.1	-2	0.1
COc1ccc(C(C)=O)cc1COC(=O)C(CO)NS(=O)(=O)c1ccc(Br)cc1 (configuration not stated)	-5	-0.7	0.1	0.2	5	1	-1.2	-1.7	-1.7	1	-0.6
COc1ccc2oc(C)c(C(=O)c3ccc([N+](=O)[O-])cc3)c2c1	-2	-0.4	-1.0	3.7	4	-1	-0.8	3.9	-1.2	6	-0.4
CCCOc1ccc(-c2nnn(CC(=O)c3c[nH]c4ccccc34)n2)cc1	-4	0.9	1.3	-2.8	2	-3	-1.9	-1.0	-0.9	0	-0.1
O=c1cc(-c2cccc(F)c2)[nH]c2ccccc12	3	2.1	-0.1	1.4	-12	0	2.4	-2.9	0.3	-1	0.5
CCn1cnc2sc(C(=O)N(Cc3ccc(N(C)C)cc3)Cc3ccco3)c(C)c2c1=O	-2	-1.2	1.2	0.1	12	-3	-3.9	-1.2	-1.8	4	-1.5
Cn1c(=O)c2c(-c3ccccc3)n(-c3ccccc3O)cc2n(C)c1=O	-29	-1.6	0.6	-0.4	-13	-1	-1.9	-3.1	-1.6	-6	0.3
O=C(CC1C[C@H](C(=O)N2CCCCC2)[C@@]2(CCc3ccccc3)c3[nH]c4ccccc4c3CCN2C1=O)NCc1cccc(C(F)(F)F)c1 (some centres not stated)	2	2.9	0.9	-2.2	-14	-1	0.3	0.5	-1.0	-3	-1.6
O=S(=O)(Nc1c(O)ccc2ccccc12)c1ccccc1	-3	1.0	0.9	0.4	-11	-1	3.4	0.5	0.4	-6	-1.3
CC(C)Cc1nnc(NC(=O)CSc2ccccn2)s1	2	0.5	0.8	1.4	0	-3	-1.5	3.0	-1.4	1	-1.0
Cc1cc(C)cc(N(CC(=O)NCc2ccc(F)cc2)C(=O)c2snc(C(N)=O)c2N)c1	-12	0.5	-0.2	-1.3	-149	-2	-0.3	-1.3	-1.0	-23	0.6
CN(C)S(=O)(=O)c1ccc(NC(=O)C2CC3C=CC2C3)cc1 (configuration not stated)	2	-0.6	1.6	-0.5	-13	-1	0.8	0.4	-0.3	-3	1.4
Cc1ccc(N(CC(=O)NC2CCCCC2)S(=O)(=O)c2c(C)nn(C)c2C)cc1	1	0.5	0.1	1.4	6	-2	0.9	0.5	-1.2	3	0.5
Cn1c(-c2ccc(F)cc2)cnc1NCc1ccccc1F	-5	-0.1	-3.3	1.6	-1	3	-1.8	2.5	-1.3	1	1.7
CCOC(=O)NC(=O)/C(N=Nc1cc(C)cc(C)c1)=C(\C)O	4	-0.5	0.9	0.9	-1	-2	-2.6	3.8	-0.9	0	0.4
Cn1cc(S(=O)(=O)Nc2ccc3c(c2)OCCO3)cn1	1	-1.7	-1.5	-7.2	-1	-7	-3.5	-6.5	-2.6	-2	-0.7
COc1ccc(C2C(C#N)=C(N)N(c3cccnc3)C3=C2C(=O)CC(C)(C)C3)cc1OC (configuration not stated)	3	-0.2	-3.5	-1.8	-11	9.2*	-2.5	-0.5	-1.7	-4	0.6
CSCCC(NC(=O)COc1ccccc1)C(=O)NCC1COc2ccccc2O1 (configuration not stated)	1	-0.5	1.5	-0.2	0	-2	-0.6	-0.9	-1.3	3	-0.4
S=C(Nc1ccccc1Cl)Nc1ccc(Cl)cc1Cl	3	0.0	0.3	-1.9	2	2	-0.2	-1.5	-1.5	0	0.5
FC(F)(F)c1cc(CCN2C(=S)NC[C@@H]2c2ccccc2)cc(C(F)(F)F)c1	1	-0.1	-1.8	-1.7	13	-1	-0.5	0.5	-1.0	3	-0.1
CC1=C(C(=O)NC(C)c2ccc3c(c2)OCCO3)C2(CCC(C)CC2)OC1=O (configuration not stated)	3	-0.2	-0.5	-0.9	-4	2	-2.1	-2.4	-1.1	0	-1.1
CCN(CC)C(C)C(=O)Nc1c2c(cc3c1CCC3)CCC2 (configuration not stated)	-4	0.1	3.7	-0.7	-2	-3	1.3	2.2	-1.1	1	-0.7
CC(C)CN(CC(C)C)c1ccc(/C=N/n2cnnc2)cc1[N+](=O)[O-]	-7	0.3	-0.4	4.3	15	3	-0.8	1.2	-2.5	6	0.3
COc1ccc(CN2CCNC(=O)C2CC(=O)N(C)Cc2nonc2C)c(F)c1 (configuration not stated)	4	0.5	-0.1	0.8	-17	1	-1.1	0.7	-0.4	-7	0.3
COc1ccc(/C=C/C(=O)Oc2ccc(/C=N/NC(=O)c3ccncc3)cc2)cc1	4	-0.2	1.0	-0.2	4	-3	-1.9	-2.2	-1.9	1	-1.0
CN(C)c1ccc(C(C(=O)NC2CCCC2)N(C(=O)c2csnn2)C2CC2)cc1 (configuration not stated)	-1	0.2	-1.5	2.2	2	0	-1.7	0.0	-0.8	0	-1.1

Profiles as entered above. Screens in order: GC-A act	DAX1 inh-1	PG9 Ab binder	GAA850 FXN act	ADAM10 inh	SMARCA2 act	hcDAF12 agonist	hgDAF12 agonist	ssDAF-12 act	ADAM17 inh	DAX1 inh-2
`Cn1cc(S(=O)(=O)Nc2ccc3c(c2)OCCO3)cn1` is listed with 1	-1.7	-1.5	-7.2	-1	-7	-3.5	-6.5	-2.6	-2	-0.7
`O=C(CC1C[C@H](C(=O)N2CCCCC2)[C@@]2(CCc3ccccc3)c3[nH]c4ccccc4c3CCN2C1=O)NCc1cccc(C(F)(F)F)c1` (some centres not stated) is listed with 2	2.9	0.9	-2.2	-14	-1	0.3	0.5	-1.0	-3	-1.6

New compounds follow:
SMILES	GC-A act	DAX1 inh-1	PG9 Ab binder	GAA850 FXN act	ADAM10 inh	SMARCA2 act	hcDAF12 agonist	hgDAF12 agonist	ssDAF-12 act	ADAM17 inh	DAX1 inh-2
Cc1ccnc(N2CCN(c3cc(C)c(C#N)c4nc5ccccc5n34)CC2)c1	2	-0.1	-0.3	-1.9	-8	0	-0.9	0.1	-1.4	0	-0.7
O=S(=O)(Nc1cccc2c1CCCC2)c1cccc(C(F)(F)F)c1	-3	-0.1	-1.1	1.9	7	-1	-0.3	-2.3	-1.3	4	-0.1
O=C1C2C3CCCC3=C3CCCC3C2C(=O)N1c1ccccc1 (configuration not stated)	-2	0.3	-1.6	0.6	-5	2	5.2	4.1	0.3	-3	0.1
CCCCCCc1cc2cc(C(=O)Nc3ccccc3)c(=O)oc2cc1O	16	-0.5	-0.4	0.2	-14	0	3.0	-1.1	-1.1	-9	1.7
O=C(c1cc(-c2ccncc2)nc2ccccc12)N1CCN(c2ccc(N3CCOCC3)nn2)CC1	-21	-1.4	-0.6	2.4	-9	-3	-0.9	-0.9	-1.6	-2	2.2
Cc1ccc2nc(SCC(=O)Nc3cccc(Cl)c3)nc(=O)n2c1	8	0.7	1.1	0.6	0	1	1.6	1.3	-1.0	1	0.1
CN(c1ccc(OCC(=O)Nc2nc3ccccc3s2)cc1)S(=O)(=O)c1ccccc1	-3	-0.5	0.3	-0.7	-2	0	0.0	1.1	-1.2	-2	1.0
COc1cccc(NC(=O)CN(c2cccc(C(F)(F)F)c2)S(C)(=O)=O)c1	-10	-0.2	1.5	1.8	13	-8	0.1	-0.4	-0.5	2	1.2
CCOC(=O)C1=C[C@@H](C(C)(C)C)N(S(=O)(=O)c2ccc([N+](=O)[O-])cc2)[C@H]1c1ccccc1Cl	-5	-1.6	0.1	·	-4	-4	-0.2	0.0	-1.1	-3	·
Cc1ccc2c(c1)NC(=O)C(CC(=O)O)O2 (configuration not stated)	-1	0.0	1.6	2.1	0	3	4.5	0.2	-1.5	0	3.5
Cc1onc(-c2ccccc2)c1-c1csc(COc2ccccc2)n1	0	-0.8	-0.6	-0.4	3	-4	-0.1	1.6	-1.7	4	3.1
O=C(c1cccc(F)c1)N1CCCC(C(=O)N2CCN(c3ccccc3)CC2)C1 (configuration not stated)	0	0.0	0.5	2.2	0	-1	1.7	-2.1	-1.3	-3	0.3
C=CCn1c(SCC(=O)NCCOC)nnc1-c1cc2c(s1)CCC(CC)C2 (configuration not stated)	0	-0.6	-1.4	4.1	-9	0	-0.8	0.2	-1.1	-3	-0.9
O=C1c2ccccc2CCC12OC2c1ccncc1 (configuration not stated)	1	-0.5	-0.9	1.5	-5	-2	4.9	-3.6	-0.3	-2	0.7
COc1ccc(C(=O)OCC(=O)c2ccc(C3CCCCC3)cc2)cc1	-1	-0.6	-3.0	-1.6	-1	-3	-0.1	1.4	-1.3	-1	-1.4
Nc1nc(-c2ccc(Cl)cc2)nn1C(=O)c1cccnc1	3	-0.4	-3.3	1.5	-5	4	0.4	5.8	-1.4	-1	-0.5
COc1ccc(C=C2SC(=S)NC2=O)c(OC)c1OC	0	-1.3	-6.0	1.7	-4	-5	-1.0	3.0	-1.5	5	-0.1

High-throughput results as filed in PubChem.
